# Bioassay records from PubChem BioAssay.
# LMP1 NFkB inh: Epstein-Barr LMP1 NF-kappaB reporter inhibition | LMP1-induced NF-kappaB luciferase reporter cells, luminescence | inhibition, % at 12.5 µM | hit rate 0.69% among 350,000 | AID 504558; in the data active = inhibition above about 41%;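 note: 0% = neutral control wells and 100% = reference inhibitor control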
# NR2F2 inh: blocks human COUP-TFII nuclear receptor | HEK293T NGFI-A luciferase reporter, luminescence | inhibition, % at 8.6 µM | P24468 | AID 686940 | hit rate 0.7% among 370,000;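 active = inhibition above a per-plate cutoff, mean inhibition of test wells between control levels plus 3 SD, cut at about 38% in these data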;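 note: cells cotransfected with COUP-TFII expression vector driving the NGFI-A reporter; 0% = median of COUP-TF2 test wells and 100% = reporter-only cells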
# TROY NFkB inh: inhibitors of TROY-dependent NF-kB signaling; hit rate 0.98% among 360,000; inhibition, % at 10 µM; Q293 LMP1-TROYcd NF-kB luciferase reporter, 4 h;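 active = compounds whose plate-normalised and pattern-corrected inhibition of the luciferase reporter signal at the single screening dose is 50% or more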
# CF NFkB inh: blocks PAF-induced NF-kB reporter in cystic fibrosis cells. KKLEB NF-kB-GFP reporter, GFP fluorescence overnight. hit rate 0.86% among 360,000. AID 588850. inhibition, % at 5 µM;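 active = at least 50% inhibition at 5 µM, scaled per plate between neutral and stimulator controls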;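 note: PAF is a Pseudomonas aeruginosa culture filtrate used as stimulus; plate controls were PAF-stimulated DMSO wells for no effect and unstimulated DMSO wells for full effect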
# NCOA3 inh: inhibits human SRC3 coactivator | AID 588352 | HEK293 GAL4-SRC3 luciferase reporter, luminescence | inhibition, % at 3.6 µM | Q9Y6Q9 | hit rate 0.17% among 360,000;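 active = inhibition above a per-campaign cutoff, the mean of all compounds plus 3 SD, cut at about 60% in these data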;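 note: 0% = DMSO-treated cells and 100% = gossypol-treated cells at 36 µM; higher means less SRC3-driven luciferase light from the GAL4 reporter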
# Target sequence (Q9Y6Q9 whole entry, looked up, the tested form may be a part): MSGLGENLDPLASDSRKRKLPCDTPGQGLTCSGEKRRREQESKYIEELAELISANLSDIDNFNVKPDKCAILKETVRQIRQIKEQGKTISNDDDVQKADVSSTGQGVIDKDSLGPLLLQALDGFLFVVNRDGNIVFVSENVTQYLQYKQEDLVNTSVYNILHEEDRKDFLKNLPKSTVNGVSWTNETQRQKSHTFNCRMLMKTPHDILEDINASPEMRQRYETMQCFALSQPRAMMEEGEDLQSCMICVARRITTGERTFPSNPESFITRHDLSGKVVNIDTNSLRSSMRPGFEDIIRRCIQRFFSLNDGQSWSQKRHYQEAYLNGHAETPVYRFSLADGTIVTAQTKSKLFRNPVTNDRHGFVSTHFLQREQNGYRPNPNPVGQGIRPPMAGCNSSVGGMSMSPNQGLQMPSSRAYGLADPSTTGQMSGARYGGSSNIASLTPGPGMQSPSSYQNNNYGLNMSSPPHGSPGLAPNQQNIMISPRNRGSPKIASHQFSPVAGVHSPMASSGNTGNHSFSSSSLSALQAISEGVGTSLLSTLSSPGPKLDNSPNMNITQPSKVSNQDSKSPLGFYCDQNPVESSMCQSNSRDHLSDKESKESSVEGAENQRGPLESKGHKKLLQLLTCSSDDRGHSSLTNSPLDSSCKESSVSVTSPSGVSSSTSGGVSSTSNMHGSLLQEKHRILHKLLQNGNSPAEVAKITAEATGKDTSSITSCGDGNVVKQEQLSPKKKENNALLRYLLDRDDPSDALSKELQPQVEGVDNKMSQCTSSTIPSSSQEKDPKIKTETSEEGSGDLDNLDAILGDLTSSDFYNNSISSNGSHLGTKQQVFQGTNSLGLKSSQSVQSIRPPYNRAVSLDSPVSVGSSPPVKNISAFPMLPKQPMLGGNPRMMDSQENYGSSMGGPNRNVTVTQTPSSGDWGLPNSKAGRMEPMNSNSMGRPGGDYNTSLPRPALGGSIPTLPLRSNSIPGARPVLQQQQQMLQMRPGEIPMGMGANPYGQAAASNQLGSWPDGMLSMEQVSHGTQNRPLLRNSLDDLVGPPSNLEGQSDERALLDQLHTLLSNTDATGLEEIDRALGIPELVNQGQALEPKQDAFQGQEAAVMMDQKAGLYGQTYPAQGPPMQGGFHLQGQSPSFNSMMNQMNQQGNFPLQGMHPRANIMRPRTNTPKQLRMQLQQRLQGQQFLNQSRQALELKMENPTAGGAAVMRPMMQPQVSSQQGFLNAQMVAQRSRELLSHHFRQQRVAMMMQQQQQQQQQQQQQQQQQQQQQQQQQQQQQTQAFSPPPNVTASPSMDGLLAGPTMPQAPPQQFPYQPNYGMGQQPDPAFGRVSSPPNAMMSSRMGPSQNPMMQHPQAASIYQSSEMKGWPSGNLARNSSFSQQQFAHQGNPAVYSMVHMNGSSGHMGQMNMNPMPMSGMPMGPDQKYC
# KKLEB tox: reduces viability of KKLEB cystic fibrosis airway cells; activity change (cytotoxicity), % at 5 µM; hit rate 0.36% among 360,000; KKLEB CF airway cells viability, ATPlite luminescence, overnight; hits give low values; cells stimulated with P. aeruginosa culture filtrate; AID 602141;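 active = corrected activity change at or below -50% at 5 µM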
# SRC1 inh: inhibitors of human steroid receptor coactivator 1 (SRC1) | HEK293 GAL4-SRC1 luciferase reporter, luminescence | inhibition, % at 3.6 µM | hit rate 0.12% among 360,000 | AID 588354;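 active = inhibition above the campaign mean plus 3 SD, with each screening campaign given its own cutoff, cut at about 60% in these data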;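 note: 0% = DMSO treated cells and 100% = gossypol at 36 µM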
# C8 TRAIL sens: sensitizes caspase-8 expressing cells to TRAIL. hit rate 1% among 360,000. inhibition (viability loss, TRAIL sensitization), % at 10 µM. NB7+C8 cells + TRAIL, ATPlite viability luminescence;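 active = compounds causing at least 50% loss of cell viability in the single-dose screen, relative to plate controls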
# TWEAK-Fn14 inh: blocks TWEAK-Fn14 interaction in a reporter cell assay; TWEAK-stimulated Fn14 reporter cells, luciferase luminescence, 8 h; inhibition, % at 10 µM; hit rate 2% among 360,000; in the data active = inhibition above about 50%
# SRC2 inh: human SRC2 (NCOA2) inhibition. hit rate 0.17% among 370,000. inhibition, % at 9 µM. HEK293 GAL4-SRC2 luciferase reporter, luminescence. Q15596;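 active = inhibition above the mean inhibition of all tested compounds plus 3 SD, set per campaign, cut at about 52% in these data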;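 note: 0% = DMSO treated cells and 100% = cells given Gossypol at 36 µM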
# LRH-1 inv ag: suppresses constitutive activity of human LRH-1. hit rate 0.13% among 360,000. O00482. AID 602396. inhibition, % at 3.6 µM. HEK293T StAR-luciferase reporter, LRH-1 transfected, 24 h;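 active = inhibition above the mean inhibition of all tested compounds plus 3 SD, cut at about 73% in these data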;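 note: 0% = DMSO wells and 100% = reporter-only cells lacking LRH-1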
# Numbers without * were called inactive; · = not tested or not shown. An unsorted share of the library; overall some 4.2% were active at least once.
SMILES,LMP1 NFkB inh,NR2F2 inh,TROY NFkB inh,CF NFkB inh,NCOA3 inh,KKLEB tox,SRC1 inh,C8 TRAIL sens,TWEAK-Fn14 inh,SRC2 inh,LRH-1 inv ag
COc1ccc(Cl)cc1S(=O)(=O)NC(C)c1cnn(-c2ccccn2)c1C (stereo not drawn),-2,-9,-7,-24,-9,5,-9,-4,-20,-18,-6
Clc1nccc(N2CCN(c3ccccc3Cl)CC2)n1,·,0,5,9,28,14,12,5,-3,-4,-2
COc1nc(N)c(S(=O)(=O)c2ccccc2)cc1C#N,4,-6,22,6,14,4,-5,-8,9,7,11
CNC[C@@H]1Oc2ccc(NS(=O)(=O)c3ccc(OC)cc3)cc2CC(=O)N([C@H](C)CO)C[C@@H]1C,-1,·,-1,-8,2,1,-10,2,-4,·,-1
Cc1nnc(SCCOc2ccccc2)s1,-1,-2,-1,-14,-3,8,-22,2,-9,-17,-29
CCc1cc(=O)oc2cc(OC(C)C(=O)NCC3CCC(C(=O)O)CC3)c(Cl)cc12 (stereo not drawn),-10,-13,3,26,7,-4,-20,-4,-8,18,-15
CN(C(=O)CSc1ncnc2sc(-c3ccccc3)cc12)C1CCS(=O)(=O)C1 (stereo not drawn),22,-2,-26,2,-5,-6,-19,21,8,-16,0
O=C1NC[C@H](CCCCN2C[C@@H](Cc3ccccc3)N(CCC3CCCCC3)C(=O)C2=O)N(CCC2CCCCC2)C1=O,·,-5,7,·,·,·,·,19,43,-8,-8
COc1ccc(S(=O)(=O)Nc2cccc3c2O[C@H](CN(C)S(=O)(=O)c2cccs2)[C@@H](C)CN([C@H](C)CO)C3=O)cc1,-3,-3,-6,27,-3,6,-1,0,-25,4,15
Cc1ccccc1CSc1ccc2nnc(-c3ccccn3)n2n1,-2,12,-11,11,5,-12,-2,0,-13,-1,8
Cc1cc(C)cc(NC(=O)CCc2c(C)nn(-c3ccc(N4CCOCC4)nn3)c2C)c1,0,2,-9,6,-19,-14,-49,-8,-34,-64,-50
CCCNc1cc(C)oc(=O)c1C(=O)CC,4,1,11,6,-3,-1,0,-4,3,11,27
Cc1nc2ccc(NC(=O)Cc3ccccc3F)cc2s1,-35,-49,-29,1,-74,0,-88,26,25,-68,-133
CCCCC[C@H](O)/C=C/[C@@H]1[C@@H](C/C=C\CCCC(=O)O)[C@@H](O)C[C@H]1O,7,-24,-4,-7,-27,17,2,-4,-7,5,23
CC(C)NC(=O)COc1ncnc2sccc12,7,20,4,-1,-9,11,-2,1,-4,-17,-8
CC(=O)c1cn(CC(=O)Nc2ccccc2Cl)c2ccccc12,1,25,-9,15,10,-16,15,13,11,20,17
CC(C)N(C)c1ncnc2c1ncn2[C@H]1CN(Cc2ccc(F)cc2)C[C@@H](CO)O1,·,-10,1,-6,15,-4,3,-14,-67,-6,9
CCc1ccccc1NC(=O)NC1CC2CCC(C1)N2Cc1ccco1 (stereo not drawn),-6,11,22,20,8,-9,8,7,22,6,-6
C=CCn1c(SCC(=O)N2CCCC2)nc2cc(C(=O)NCC3CCCO3)ccc2c1=O (stereo not drawn),-5,1,1,-8,-2,6,11,0,9,-18,18
O=C1CCC(/C=C/c2ccccc2)=NN1Cc1ccccc1,3,4,-2,5,-10,-10,2,-4,11,-8,9
CC(CCc1ccccc1)NC(=O)Cc1cccs1 (stereo not drawn),5,2,7,-8,-6,-3,-5,-2,1,12,-8
OC1(c2ccc(Br)cc2)CCNCC1,-7,-25,-19,4,-5,5,-10,0,15,-4,3
COc1ccc(NC(=O)CN(C)S(=O)(=O)c2ccc(C)cc2)c([N+](=O)[O-])c1,4,-24,10,1,23,-4,13,0,-16,-2,-12
CCCCCn1cnnc1SCC(=O)c1c(N)n(C2CC2)c(=O)[nH]c1=O,5,-2,-19,-3,8,8,1,-6,1,-5,10
Nc1nc(-c2c[nH]c3ccccc23)cs1,-5,8,2,-13,-14,1,-72,-3,10,19,7
Cc1cccc(-c2ccc3c(c2)C2CC3CCN2Cc2ccc3c(c2)OCO3)c1 (stereo not drawn),3,-6,4,-5,3,-10,9,9,-18,-12,10
OCC[C@H]1C[C@@H](O)[C@H](O)[C@]2(CCCc3ccccc3O2)O1,-4,3,-3,11,-13,-9,3,-3,0,-2,18
Cc1cc2nc(-c3cccc(Br)c3)c(Cc3ccccc3)n2c(C)c1Br,·,-10,-4,22,-10,-10,-24,5,-1,-8,0
COc1ccc(C(=O)O)cc1S(=O)(=O)Nc1ccc(N2CCCCC2)cc1,0,2,5,-2,3,-8,2,6,12,-10,-10
O=S(=O)(c1ccc(OCC(O)CN2CCc3ccccc3C2)cc1)N1CCOCC1 (stereo not drawn),-3,-1,5,-23,1,2,-2,-34,4,-24,20
O=c1c(/C=C(\O)c2ccc(F)cc2)nc2ccccc2n1-c1ccccc1,28,-2,-18,-53,-8,4,-6,-2,-36,13,-4
C1CN(CC2CCN(c3nc4nonc4nc3N3CCSCC3)CC2)CCO1,-3,2,4,-8,-8,8,0,-13,-1,11,11
CC(Nc1ccc2c(c1)OCCO2)C(=O)Nc1ccc2c(c1)OCO2 (stereo not drawn),37,-1,50*,-14,-2,-2,10,3,59*,-22,5
COc1ccc(OC)c(NC(=O)C2CC(=O)N(c3ccc(Br)cc3)C2)c1 (stereo not drawn),-5,-1,18,11,1,2,-15,-4,6,15,3
COc1ccc(-c2csc(/C=C/c3ccc4c(c3)OCO4)n2)cc1OC,5,5,-21,-6,2,7,13,-14,-20,-6,-6
O=C1NC(O)(c2ccccc2)Oc2ccccc21 (stereo not drawn),-2,-3,-50,-8,-21,14,-20,-5,-11,-11,-19
C/C(=N\NC(=O)c1ccc(-n2cnnn2)cc1)c1ccc(C)cc1,4,-2,-1,-2,-27,8,4,9,27,22,-10
CSc1ncccc1C(=O)NCCc1ccccc1,3,14,-14,8,-1,-22,-8,-14,0,-17,6
CN(C)Cc1ccccc1CNC(=O)c1ccc(Cl)c(S(=O)(=O)NC2CC2)c1,3,4,6,-20,-6,18,-1,-14,-12,-21,-2
Cc1cnc(C(=O)OCC(=O)NC23CC4CC(CC(C4)C2)C3)cn1,-6,-2,-11,8,-3,3,6,-2,5,-5,-2

# As a working copy, 14 of the compounds above.
SMILES,LMP1 NFkB inh,NR2F2 inh,TROY NFkB inh,CF NFkB inh,NCOA3 inh,KKLEB tox,SRC1 inh,C8 TRAIL sens,TWEAK-Fn14 inh,SRC2 inh,LRH-1 inv ag
OCC[C@H]1C[C@@H](O)[C@H](O)[C@]2(CCCc3ccccc3O2)O1,-4,3,-3,11,-13,-9,3,-3,0,-2,18
Cc1cc2nc(-c3cccc(Br)c3)c(Cc3ccccc3)n2c(C)c1Br,·,-10,-4,22,-10,-10,-24,5,-1,-8,0
COc1ccc(C(=O)O)cc1S(=O)(=O)Nc1ccc(N2CCCCC2)cc1,0,2,5,-2,3,-8,2,6,12,-10,-10
O=S(=O)(c1ccc(OCC(O)CN2CCc3ccccc3C2)cc1)N1CCOCC1 (stereo not drawn),-3,-1,5,-23,1,2,-2,-34,4,-24,20
O=c1c(/C=C(\O)c2ccc(F)cc2)nc2ccccc2n1-c1ccccc1,28,-2,-18,-53,-8,4,-6,-2,-36,13,-4
C1CN(CC2CCN(c3nc4nonc4nc3N3CCSCC3)CC2)CCO1,-3,2,4,-8,-8,8,0,-13,-1,11,11
CC(Nc1ccc2c(c1)OCCO2)C(=O)Nc1ccc2c(c1)OCO2 (stereo not drawn),37,-1,50*,-14,-2,-2,10,3,59*,-22,5
COc1ccc(OC)c(NC(=O)C2CC(=O)N(c3ccc(Br)cc3)C2)c1 (stereo not drawn),-5,-1,18,11,1,2,-15,-4,6,15,3
COc1ccc(-c2csc(/C=C/c3ccc4c(c3)OCO4)n2)cc1OC,5,5,-21,-6,2,7,13,-14,-20,-6,-6
O=C1NC(O)(c2ccccc2)Oc2ccccc21 (stereo not drawn),-2,-3,-50,-8,-21,14,-20,-5,-11,-11,-19
C/C(=N\NC(=O)c1ccc(-n2cnnn2)cc1)c1ccc(C)cc1,4,-2,-1,-2,-27,8,4,9,27,22,-10
CSc1ncccc1C(=O)NCCc1ccccc1,3,14,-14,8,-1,-22,-8,-14,0,-17,6
CN(C)Cc1ccccc1CNC(=O)c1ccc(Cl)c(S(=O)(=O)NC2CC2)c1,3,4,6,-20,-6,18,-1,-14,-12,-21,-2
Cc1cnc(C(=O)OCC(=O)NC23CC4CC(CC(C4)C2)C3)cn1,-6,-2,-11,8,-3,3,6,-2,5,-5,-2

# New compounds follow
SMILES,LMP1 NFkB inh,NR2F2 inh,TROY NFkB inh,CF NFkB inh,NCOA3 inh,KKLEB tox,SRC1 inh,C8 TRAIL sens,TWEAK-Fn14 inh,SRC2 inh,LRH-1 inv ag
Cc1ccc(C(=O)Nc2ccc(Cl)cc2C(F)(F)F)c(Cl)c1,-27,8,-6,17,-26,-17,-59,14,-6,-36,-62
C=CCNC(=O)N1CCC(n2nccc2NC(=O)CCc2ccccc2)CC1,1,16,-17,11,18,-3,7,-3,-10,-6,0
CCOC(=O)c1c(C)[nH]c(C)c1C(=O)COC(=O)c1cccnc1OCC,4,-8,-14,0,14,6,3,-5,-18,-22,-18
O=C(CC1Nc2ccccc2NC1=O)Nc1ccccc1 (stereo not drawn),-5,·,-22,-6,-48,2,-51,44,-12,·,-59
CCc1nc2ccccc2n1CC1CC1(Cl)Cl (stereo not drawn),6,9,0,17,6,4,-7,4,-14,-2,11
CCN(CC(=O)N1CCCC1)S(=O)(=O)c1cc(C)ccc1OC,-1,0,3,-21,-8,-5,-2,0,11,11,-3
Cc1ccc(CNC(=O)C(=O)NCC2OCCN2S(=O)(=O)c2ccc(C)cc2)cc1 (stereo not drawn),-3,19,-5,-4,14,15,-50,-12,3,-3,4
CC(C)[C@H](NC(=O)Cc1ccccc1)C(=O)OCc1cc(=O)n2c(n1)sc1ccccc12,15,-1,19,-7,16,11,-4,-6,11,-14,0
CCOC(=O)N1CCN(S(=O)(=O)c2ccc(C)c([N+](=O)[O-])c2)CC1,11,15,10,1,11,-5,-27,4,-11,17,1
COc1ccc(C(C)=O)cc1CSc1nnc(Nc2ccccc2C)s1,2,18,-6,-11,11,17,21,12,3,18,6
CN(C)/C=C(\C#N)C(=O)Nc1ccc(F)c(Cl)c1,-25,-27,-49,2,-51,-1,-69,0,-12,-52,-49
Cc1ccccc1-c1cc(C(=O)O)nn1CC1CC(c2cccc([N+](=O)[O-])c2)=NO1 (stereo not drawn),1,6,-6,-6,4,16,10,-20,1,14,0
Cn1c(=O)c2c(nc(SCCN3CCCCC3)n2Cc2ccccc2)n(C)c1=O,-14,-18,1,27,-5,-4,-14,9,8,21,-14
O=C(/C=C/c1ccccc1)N(Cc1cccc(Cl)c1)C1CCS(=O)(=O)C1 (stereo not drawn),3,19,-7,-3,12,-1,1,13,6,7,2
